Screens deposited in PubChem by several laboratories.
CHRM5 antagonist: human M5 muscarinic receptor antagonists, primary screen, CHO cells, Fluo-8 calcium fluorescence | Muscarinic acetylcholine receptor M5 (Homo sapiens), P08912 | CHO-hM5 cells, ACh EC80 | 360,000 tested, 0.59% active | inhibition, % at 3 µM;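 active = inhibition above a per-plate cutoff, the mean of that plate's test compounds plus 3 SD, cut at about 27% in these data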;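 also: 0% = acetylcholine EC80 with DMSO and 100% = DMSO without agonist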
Target sequence (P08912 whole entry, looked up): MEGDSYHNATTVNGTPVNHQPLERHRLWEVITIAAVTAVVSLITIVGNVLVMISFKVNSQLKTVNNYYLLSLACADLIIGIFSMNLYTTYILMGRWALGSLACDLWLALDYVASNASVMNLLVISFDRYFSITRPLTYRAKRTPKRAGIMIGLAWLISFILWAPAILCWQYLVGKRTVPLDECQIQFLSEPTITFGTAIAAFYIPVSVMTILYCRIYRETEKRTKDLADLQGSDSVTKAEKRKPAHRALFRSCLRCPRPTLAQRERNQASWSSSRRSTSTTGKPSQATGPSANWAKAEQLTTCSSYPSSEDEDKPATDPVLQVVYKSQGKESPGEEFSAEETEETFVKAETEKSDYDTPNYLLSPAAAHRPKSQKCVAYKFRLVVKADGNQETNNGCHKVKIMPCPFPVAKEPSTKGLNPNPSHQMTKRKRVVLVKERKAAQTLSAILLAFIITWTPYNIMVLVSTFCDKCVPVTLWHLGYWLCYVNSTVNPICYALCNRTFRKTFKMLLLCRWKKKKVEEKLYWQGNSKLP
CHRM4 antagonist: human M4 muscarinic receptor antagonists, primary screen, CHO cells, Fluo-8 calcium fluorescence; Muscarinic acetylcholine receptor M4 (Homo sapiens), P08173; CHO-hM4 cells, ACh EC80; inhibition, % at 3 µM; 360,000 tested, 0.73% active;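 active = inhibition above its plate's cutoff, the mean inhibition of sample wells plus 3 SD, cut at about 27% in these data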;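 also: 0% = acetylcholine EC80 with DMSO and 100% = DMSO without agonist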
Target sequence (P08173 whole entry, looked up): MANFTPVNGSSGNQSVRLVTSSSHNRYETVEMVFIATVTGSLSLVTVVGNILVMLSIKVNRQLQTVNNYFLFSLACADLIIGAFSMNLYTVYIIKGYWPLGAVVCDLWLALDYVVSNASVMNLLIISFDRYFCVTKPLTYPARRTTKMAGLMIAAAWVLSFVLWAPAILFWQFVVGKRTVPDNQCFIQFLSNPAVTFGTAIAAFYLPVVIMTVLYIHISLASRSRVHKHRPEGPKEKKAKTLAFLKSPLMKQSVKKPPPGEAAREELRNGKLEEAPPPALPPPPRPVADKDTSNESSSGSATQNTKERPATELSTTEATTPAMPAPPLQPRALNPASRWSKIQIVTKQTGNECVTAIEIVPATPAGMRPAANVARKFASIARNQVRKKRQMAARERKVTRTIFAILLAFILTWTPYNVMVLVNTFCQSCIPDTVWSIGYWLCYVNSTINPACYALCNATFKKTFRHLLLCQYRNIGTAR
M1 PAM: human M1 muscarinic receptor positive allosteric modulators, primary screen, CHO-K1 cells, Fluo-8 calcium fluorescence, 1536-well; 360,000 tested, 0.088% active; activation, % at 3 µM; AID 588819, 2011; Muscarinic acetylcholine receptor M1 (Homo sapiens), P11229; CHO-K1 hM1, ACh EC20; 0% = ACh EC20, 100% = maximal ACh; in the data active = activation above about 19%, passing the limit was not always enough
CRFBP-R2 agonist: agonists of CRF-BP/CRF-R2 complex, primary screen, cell-based, HEK293, calcium dye fluorescence, uHTS. CRF-binding protein / CRF receptor 2 complex (human). 350,000 tested, 0.46% active. calcium dye fluorescence (FLIPR); percent of saturating CRF peptide response. activation, % at 13.2 µM;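 active = activation of at least 50%, plus an integration ratio under a set limit after plate pattern correction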;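 also: plate controls were neutral control wells without compound for no effect and CRF at EC100 for full effect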
CHRM4 agonist: human M4 muscarinic receptor agonists, primary screen, CHO-K1 cells, Fluo-8 calcium fluorescence. 360,000 tested, 0.14% active. CHO-K1 hM4/Gqi5; vehicle 0%, full acetylcholine response 100%. activation, % at 3 µM. Muscarinic acetylcholine receptor M4 (Homo sapiens), P08173. AID 624127, 2012;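 active = activation above the run mean over all test wells plus 3 SD, cut at about 32% in these data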;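 also: peak over basal fluorescence ratio per well then scaled between controls; 0% = DMSO wells and 100% = acetylcholine at EC100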
CHRM4 PAM: human M4 muscarinic receptor positive allosteric modulators, primary screen, CHO-K1 cells, Fluo-8 calcium fluorescence; activation, % at 3 µM; CHO-K1 hM4/Gqi5, ACh EC20; 0% = ACh EC20, 100% = maximal ACh; Muscarinic acetylcholine receptor M4 (Homo sapiens), P08173; 360,000 tested, 0.4% active;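 active = activation above its plate's cutoff, the mean activation of sample wells plus 3 SD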; also: some results filed as inactive read as strong as hits
CHRM5 PAM: human M5 muscarinic receptor positive allosteric modulators, primary screen, CHO-K1 cells, Fluo-8 calcium fluorescence; Muscarinic acetylcholine receptor M5 (Homo sapiens), P08912; AID 624038, 2012; CHO-K1 hM5, ACh EC20 PAM; 0% = ACh EC20, 100% = ACh EC100; 360,000 tested, 0.3% active; activation, % at 3 µM;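 active = activation above the run cutoff, the mean activation of all test compounds plus 3 SD, cut at about 18% in these data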
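System: CHO-K1 cell line with stable human muscarinic M5 receptor expression | Also added: EC20 acetylcholine as agonist stimulus | Compound: One concentration, 3 µM final (nominal) | Timing: Fluo-8 loading 80 min at 37 °C plus 30 min room temperature | Measured by: Fluo-8 calcium dye fluorescence, kinetic read | Read-out basis: % activation, ACh-normalized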
M1 antag: human M1 muscarinic receptor antagonists, primary screen, CHO-K1 cells, Fluo-8 calcium fluorescence, 1536-well; Muscarinic acetylcholine receptor M1 (Homo sapiens), P11229; 360,000 tested, 1.3% active; inhibition, % at 3 µM; CHO-K1 hM1, ACh EC80 antagonist; AID 588852, 2011;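 active = percent inhibition above its own plate's cutoff, namely the mean of that plate's compound wells plus 3 SD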;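 also: peak over basal fluorescence ratio during 140 s after agonist addition; 0% = ACh EC80 plus DMSO and 100% = DMSO alone without agonist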
M5 ag: human M5 muscarinic receptor agonists, primary screen, CHO-K1 cells, Fluo-8 calcium fluorescence; Muscarinic acetylcholine receptor M5 (Homo sapiens), P08912; CHO-K1 hM5 cells; 0% DMSO wells, 100% maximal acetylcholine response; activation, % at 3 µM; 360,000 tested, 0.19% active; AID 624037, 2012;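 active = activation above the run's mean over test compounds plus 3 SD, cut at about 23% in these data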;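 also: signal is peak over basal fluorescence ratio across the kinetic read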
An asterisk follows results filed as active; nt = no result given.

SMILES	CHRM5 antagonist	CHRM4 antagonist	M1 PAM	CRFBP-R2 agonist	CHRM4 agonist	CHRM4 PAM	CHRM5 PAM	M1 antag	M5 ag
COc1ccc(CCN2C(=O)CC(N3CCN(S(=O)(=O)c4ccccc4)CC3)C2=O)cc1 (stereo unspecified)	-9	-22	-1	2.1	6	-1	-6	-9	-2
Nc1ccc(S(=O)(=O)c2ccc(N3CCOCC3)c(N)c2)cc1	-1	-7	0	7.9	2	7	-5	1	3
CC(=O)Nc1cccc(C(=O)Nc2nc(C)cs2)c1	9	3	1	0.7	1	-4	-3	0	0
CC(=O)C[C@H](O)CC(=O)[C@H]1OC(=O)CCCCCc2ccccc21	2	-6	8	0.7	0	-2	-3	-11	1
C=CCCN([C@H](CO)Cc1ccccc1)S(=O)(=O)c1ccccc1Br	-4	-22	4	0.2	0	-2	-4	-5	-1
O=S1(=O)[C@H]2C[C@@H]3C=C[C@]2(CN1Cc1ccc(C(F)(F)F)cc1)O3	0	-2	4	-0.3	0	3	2	-3	2
O=C(c1ccc(S(=O)(=O)N2CCCCC2)cc1)N1CCc2ccccc2C1	8	-11	-4	-4.6	7	0	9	7	0
CCOC1=NN(c2ccccc2)C(=O)/C1=C\N(C)C	0	-3	9	0.0	0	0	2	0	0
COC(=O)C(C)(C)ONC(=O)Nc1ccccc1[N+](=O)[O-]	-6	-3	11	0.5	2	6	7	1	-3
Cc1ccc(CNC(=O)COC(=O)c2c(C)noc2C)cc1	-2	-3	7	1.6	0	-2	3	-13	-9
NC1=NC(=Nc2ccc(Br)cc2)c2ccccc21	1	1	6	-1.3	0	-2	-4	-9	0
Cc1noc(C)c1COc1ccccc1C(=O)N1CCN(S(=O)(=O)c2cccc([N+](=O)[O-])c2)CC1	4	2	6	-3.3	3	1	2	10	-1
CCN(C1CCCCC1)S(=O)(=O)c1ccc(OC)c(C)c1	5	5	-3	-1.0	-2	-5	-7	-34	-11
Cc1ccc(C)c(S(=O)(=O)Nc2ccccc2C(=O)Nc2ccc(S(=O)(=O)Nc3ncccn3)cc2)c1	7	-3	4	-1.1	0	-1	-6	-6	-3
COc1ccc(CCNC(=O)c2nnn(CC(=O)Nc3ccccc3)c2N)cc1OC	-4	11	1	-0.3	-2	1	12	-15	4
CC(C)CC1C(=O)N(Cc2cn(Cc3ccco3)nn2)CCS(=O)(=O)N1Cc1ccc(-c2ccc(Cl)c(Cl)c2)cc1 (stereo unspecified)	4	-7	-3	0.1	3	5	1	6	1
Cc1ccc(C2=NC(C)(C)NC2=O)cc1	-1	11	9	-1.1	1	3	0	-14	0
CCOc1ccc(S(=O)(=O)NCCC(=O)OCC(=O)c2ccc[nH]2)cc1	-5	-8	0	1.8	5	-4	-1	7	5
N#C/C(=C\c1ccccc1OCc1ccc(C(=O)O)cc1)C(=O)Nc1ccc(O)cc1	-10	3	12	1.7	-1	7	1	-3	1
Cc1cccc(CCN2C(N(C)C)=NC[C@@H]2CC(C)C)c1	12	6	-15	-1.9	0	-2	-10	22	-11
O=C(Nc1cccc(Cc2ccccc2)c1)Nc1cccc2[nH]c([C@@H]3O[C@H](CO)[C@@H](O)[C@H](O)[C@H]3O)nc12	-4	-11	10	nt	3	8	3	-18	3
CCN(CC)C(=O)[C@H]1C[C@H](CC(=O)NCCN2CCOCC2)C(=O)N2CCc3c([nH]c4cc(CCC(=O)N(C)C)ccc34)[C@]12C	-2	-2	3	3.6	0	2	6	0	1
COc1ccccc1N1CCN(C2CCCN(C(=O)CCc3cnn(C)c3)C2)CC1 (stereo unspecified)	5	-2	2	-0.5	1	3	-4	-6	-6
COc1ccc(-c2cc(Nc3ccccc3NC(=O)C(F)(F)F)n(CCC#N)n2)cc1	0	-7	13	0.2	4	13	-1	-10	3
Cc1cc(NCCCN2CCOCC2)n2ncc(-c3ccccc3)c2n1	-4	5	9	-1.9	1	0	-3	-8	-5
O=c1ccc(-c2ccc(S(=O)(=O)Nc3cccc([N+](=O)[O-])c3)s2)n[nH]1	16	8	9	0.7	-1	-2	-2	-7	-2
CC(C(=O)N1CCOCC1)c1ccccc1 (stereo unspecified)	9	0	13	2.0	2	10	-1	-13	4
COc1cccc(-n2cc3c(c2-c2ccccc2)c(=O)n(C)c(=O)n3C)c1	3	4	-13	-3.3	5	-5	-6	37*	-1
Cc1nnnn1/C(=C\c1ccccc1)C(=O)OCC(=O)Nc1ccc(Cl)cc1F	9	5	2	0.6	4	-9	0	1	-4
Cc1ccsc1/C=C1\CCC(C2CCCC2)C1=O (stereo unspecified)	-7	-8	5	-1.1	0	10	7	-14	0
C=CCn1c(SCC(=O)c2cc(C)n(C)c2C)nnc1-c1ccncc1	2	-15	6	0.0	1	-2	8	8	-1
COc1ccccc1-n1cnnc1SCC(=O)N1CCN(C(=O)c2ccco2)CC1	6	2	8	2.1	0	4	5	-3	-4
Cc1cc(C)nc(SCc2nnc(SCC(=O)Nc3nc(-c4ccccc4)cs3)n2-c2ccccc2)n1	0	5	7	0.2	0	3	7	-10	-5
OC(CN1C2=NCCCN2c2ccccc21)c1ccc(Cl)cc1 (stereo unspecified)	2	-13	5	-1.3	3	5	-3	-8	-2
O=C(c1ccco1)N1CCN(c2ncnc3c2[nH]c2ccc(Br)cc23)CC1	7	13	-4	16	19	-4	-8	3	6
COc1cccc(CNC(=O)c2cccc(NC(=O)C3=C(C)OCCS3)c2)c1	8	-17	-3	-1.4	10	-2	-14	0	2
CCC(C)[C@H](NC(=O)NCc1ccccn1)C(=O)OC (stereo partly specified)	-5	3	3	1.4	1	14	3	-3	0
CSc1ncc(CN2CCC(C(=O)Nc3cccc(-c4cscn4)c3)CC2)cn1	3	5	10	-1.2	4	4	1	-19	-5
COc1ccc(NC(=O)c2cc(-c3ccco3)nc3ccccc23)cn1	9	-20	7	-0.2	14	0	-6	-7	3
C[C@@H]1CN([C@H](C)CO)C(=O)CCCn2nncc2CO[C@H]1CN(C)Cc1ccc(Cl)c(Cl)c1	-12	2	6	2.8	3	-8	1	-13	0
COc1ccc(CC2(CO)CCN(C/C=C/c3ccccc3OC)CC2)cc1	9	-1	12	1.4	3	-3	6	1	-3
COc1cc(-c2coc3c(C(=O)NCc4ccccc4)cccc23)ccc1O	-8	-12	6	nt	10	-3	2	-8	9
COc1cc(NS(=O)(=O)c2ccc(C)cc2)c2c(c1N)C(=O)c1ccccc1C2=O	0	-3	4	4.8	3	3	-2	-13	0
Cc1nc2c(oc3ccccc32)c(=O)o1	10	-5	10	2.8	0	2	-7	-5	-1
Cc1cc(C)nc(SC2CCCCC2NS(=O)(=O)c2ccc(Cl)cc2)n1 (stereo unspecified)	0	-3	3	1.6	1	-2	-1	3	-4
N#CC1=C(N)Oc2n[nH]c(-c3cccnc3)c2C1c1ccc([N+](=O)[O-])o1 (stereo unspecified)	-1	3	11	-0.7	1	5	6	-7	-2
O=C(Cn1cccc1C(=O)c1ccccc1)NCCCc1ccccc1	7	1	16	1.1	0	4	-5	-19	-6
COc1ccc(-c2ccc(C(C)=O)cc2)cc1[C@H]1[C@@H]2C=CCC[C@@]2(C)C(=O)N1Cc1ccccc1	10	0	8	0.2	0	6	-2	-14	-2
CCC(C(=O)NCCCN1CCOCC1)n1c2ccccc2c2nc(=O)cc(C)n21 (stereo unspecified)	-4	-1	5	0.4	1	8	-1	-2	-9
COc1ccc(-c2noc(-c3cccc(OC)c3OC)n2)cc1OC	0	-15	-7	0.2	1	-2	-1	15	1

Additional records:
SMILES	CHRM5 antagonist	CHRM4 antagonist	M1 PAM	CRFBP-R2 agonist	CHRM4 agonist	CHRM4 PAM	CHRM5 PAM	M1 antag	M5 ag
CSCCC(NS(=O)(=O)c1ccc(Cl)cc1)C(=O)OCC(=O)N1CCCc2ccccc21 (stereo unspecified)	11	4	-4	-0.1	7	-11	-11	1	2
Nc1ncnc2c1ncn2[C@@H]1O[C@H](C(=O)NCCc2ccc(F)cc2)[C@@H](O)[C@H]1O	0	-11	7	nt	2	13	6	-35	0
CCOc1ccc(S(=O)(=O)N2CCN(C(=O)C3CSC4(C)CCC(=O)N34)CC2)cc1 (stereo unspecified)	9	-3	13	0.6	0	6	-7	-15	-6
COc1cc(OC)c(NC(=O)CCCNC(=O)Cn2cnc3sc(C)c(C)c3c2=O)cc1Cl	-2	7	9	-0.7	-1	-13	8	-10	0

Exported in markdown: entries from further up
| compound | CHRM5 antagonist | CHRM4 antagonist | M1 PAM | CRFBP-R2 agonist | CHRM4 agonist | CHRM4 PAM | CHRM5 PAM | M1 antag | M5 ag |
| --- | --- | --- | --- | --- | --- | --- | --- | --- | --- |
| Cc1cc(C)nc(SC2CCCCC2NS(=O)(=O)c2ccc(Cl)cc2)n1 (stereo unspecified) | 0 | -3 | 3 | 1.6 | 1 | -2 | -1 | 3 | -4 |
| N#CC1=C(N)Oc2n[nH]c(-c3cccnc3)c2C1c1ccc([N+](=O)[O-])o1 (stereo unspecified) | -1 | 3 | 11 | -0.7 | 1 | 5 | 6 | -7 | -2 |
| O=C(Cn1cccc1C(=O)c1ccccc1)NCCCc1ccccc1 | 7 | 1 | 16 | 1.1 | 0 | 4 | -5 | -19 | -6 |
| COc1ccc(-c2ccc(C(C)=O)cc2)cc1[C@H]1[C@@H]2C=CCC[C@@]2(C)C(=O)N1Cc1ccccc1 | 10 | 0 | 8 | 0.2 | 0 | 6 | -2 | -14 | -2 |
| CCC(C(=O)NCCCN1CCOCC1)n1c2ccccc2c2nc(=O)cc(C)n21 (stereo unspecified) | -4 | -1 | 5 | 0.4 | 1 | 8 | -1 | -2 | -9 |
| COc1ccc(-c2noc(-c3cccc(OC)c3OC)n2)cc1OC | 0 | -15 | -7 | 0.2 | 1 | -2 | -1 | 15 | 1 |
| CSCCC(NS(=O)(=O)c1ccc(Cl)cc1)C(=O)OCC(=O)N1CCCc2ccccc21 (stereo unspecified) | 11 | 4 | -4 | -0.1 | 7 | -11 | -11 | 1 | 2 |
| Nc1ncnc2c1ncn2[C@@H]1O[C@H](C(=O)NCCc2ccc(F)cc2)[C@@H](O)[C@H]1O | 0 | -11 | 7 | nt | 2 | 13 | 6 | -35 | 0 |
| CCOc1ccc(S(=O)(=O)N2CCN(C(=O)C3CSC4(C)CCC(=O)N34)CC2)cc1 (stereo unspecified) | 9 | -3 | 13 | 0.6 | 0 | 6 | -7 | -15 | -6 |
| COc1cc(OC)c(NC(=O)CCCNC(=O)Cn2cnc3sc(C)c(C)c3c2=O)cc1Cl | -2 | 7 | 9 | -0.7 | -1 | -13 | 8 | -10 | 0 |
